Source: PubChem
12-LOX inh: inhibitors of human 12S-lipoxygenase ALOX12; P18054; purified 12hLO, xylenol orange hydroperoxide absorbance; Potency, µM (series often up to 108 µM), inactives show at the top dose activity change, negative = inhibition, actives largely listed as inhibitors; 580,000 tested, 1.1% active; active = well fitted inhibition curve with a large enough effect; inconclusive = small, poorly fitted or top-dose-only effect, or another doubt; inactive = no such curve, though single readings can be large or run the other way
Target sequence (P18054 whole entry, looked up): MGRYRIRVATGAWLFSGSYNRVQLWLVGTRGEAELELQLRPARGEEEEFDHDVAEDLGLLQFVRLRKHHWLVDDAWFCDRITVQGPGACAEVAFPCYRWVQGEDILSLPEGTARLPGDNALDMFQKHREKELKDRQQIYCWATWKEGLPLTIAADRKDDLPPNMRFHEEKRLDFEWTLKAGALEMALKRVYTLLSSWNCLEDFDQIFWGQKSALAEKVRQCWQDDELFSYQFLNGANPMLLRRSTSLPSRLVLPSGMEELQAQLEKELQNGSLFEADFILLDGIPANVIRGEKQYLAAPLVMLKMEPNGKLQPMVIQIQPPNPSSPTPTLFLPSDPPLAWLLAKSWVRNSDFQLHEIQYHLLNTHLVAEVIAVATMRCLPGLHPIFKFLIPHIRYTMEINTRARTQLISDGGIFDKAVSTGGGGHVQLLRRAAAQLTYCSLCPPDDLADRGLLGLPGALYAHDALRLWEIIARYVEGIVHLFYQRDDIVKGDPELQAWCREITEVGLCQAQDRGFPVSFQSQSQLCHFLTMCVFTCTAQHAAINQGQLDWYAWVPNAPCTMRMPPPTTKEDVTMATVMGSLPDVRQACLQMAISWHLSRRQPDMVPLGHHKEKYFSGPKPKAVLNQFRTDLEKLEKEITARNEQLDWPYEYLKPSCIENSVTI
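Hydroperoxide product was detected by ferrous iron/xylenol orange as the 573 to 405 nm absorbance ratio. Arachidonic acid at 40 uM (final) was turned over for 30 min at room temperature by 150 nM human 12hLO, pH 7.0 Hepes buffer, after 15 min compound preincubation.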
Numbers without * were called inactive; u = inconclusive; [ ] = another dose, or the depositor's remark. % is scaled to controls: 0 for no effect and ±100 for the full control effect; potency is read from the fitted curve at half-maximal effect. This is a subset; the hit share may differ from the screen's.

SMILES	12-LOX inh
Cc1cc(C)c2c(=O)cc(C(=O)N(Cc3ccc(F)cc3)C3CCS(=O)(=O)C3)oc2c1 (stereo not given)	5.2%
O=C(NCC(F)(F)F)c1ccccc1Oc1ccccc1	-10.0%
Cc1cc(C)n(-c2cccc(C(=O)NCC3Cc4cccc(-c5ccccn5)c4O3)c2)n1 (stereo not given)	7.2%
CC(C)Cc1nc(NC(=O)Cn2nc3c(cc2=O)CCCCC3)n[nH]1	47.2%[activator]
CCn1c(SCC(=O)NCc2ccc(C)cc2)nnc1-c1cccs1	-7.4%
CNc1ncncc1-c1ccccc1CN(C)C	-5.1%
CNC(=O)[C@@H]1CN(S(=O)(=O)c2cccs2)C[C@H]1c1nc(C)no1	52.0%[activator]
Cc1ccn2cc(-c3ccc(NC(=O)CCC4CCCCC4)cc3)nc2n1	-13.5%
O=C(Nc1cccn2cnnc12)c1ccc(S(=O)(=O)NCCO)cc1	-5.5%
O=C(N[C@H](C(=O)N1CCC[C@H]1C(=O)NCCc1ccccc1Cl)C1CCCCC1)c1ccc(Cl)c(Cl)c1	-21.7%
Cc1cc(C(=O)N2CCCC(Cc3noc(-c4cccnc4)n3)C2)nn1C (stereo not given)	21.0%
O=C(CCCc1c[nH]c2ccccc12)Nc1ccc(Br)cc1	u
CC(C)NC(=O)NC(=O)CN(C)C(C)C(C)(C)C (stereo not given)	-10.2%
COCCN1CCCCC(CC(=O)Nc2cc(C)c(Cl)cc2OC)C1=O (stereo not given)	15.2%
Cc1ccc(C(=O)NC2CCN(c3cc(-c4ccc(F)cc4)[nH]n3)CC2)c(C)c1	45.4%
Cc1noc(C)c1[S+](=O)([O-])N1CCn2ncc(C(=O)N3CCOCC3)c2C1	4.4%[6.33 µM]
COc1cccc(NC(=O)C(C(C)C)n2c(=O)[nH]c3ccccc3c2=O)c1 (stereo not given)	-3.1%
Cc1ccc2c(=O)c(-c3nc(-c4cccc(F)c4)no3)cn(CC(=O)NCc3ccco3)c2n1	10µM*
O=C(/C=C/c1ccco1)NCCC1=CCCCC1	u
COc1ccc(/C=C/c2ccc3cccc([N+](=O)[O-])c3n2)cc1OC	-3.4%
Cc1ccc2nc3n(c2c1)[C@@H](CNCc1ccccc1)COC3	76.8%[activator][176 µM]
Cc1ccc(SCc2ccc(C(=O)Nc3cc(C)ccc3C)cc2)cc1	-0.2%
CC(=O)NC[C@H]1CCN(S(=O)(=O)c2cc(F)ccc2C)C[C@H]1N(C)C	27.4%
CN1CCN(C)c2cnc(-c3ccc(C(=O)N(C)C)cc3)cc2C1	28.2%[176 µM]
O=C(Cn1ccn2nc3c(c2c1=O)CCCC3)NCCC1=CCCCC1	35.6%
CC(C)n1nc(OC(C)(C)C(=O)Nc2cccnc2)c2cc(CN3CCOCC3)ccc21	12.2%[176 µM]
COc1cccc(CN2CCOCCNC(=O)[C@H]3CCCC[C@H]32)c1OC	44.3%[activator]
COC(=O)[C@H](C(C)C)N(CCc1cn(Cc2ccc(C)cc2)nn1)S(=O)(=O)c1ccc(F)cc1Br	-6.8%
O=S(=O)(Cc1ccccc1)N1CCC(Oc2ccc(-c3noc(C4CC4)n3)cc2)C1 (stereo not given)	32.4%[activator]
COc1ccc(CN[C@H]2[C@H](O)[C@@H](N3CCN(C)CC3)[C@@H]3OC[C@H]2O3)cc1	113.2%[activator][176 µM]

Pulled by compound from the list above, 7 records:
SMILES	12-LOX inh
O=S(=O)(Cc1ccccc1)N1CCC(Oc2ccc(-c3noc(C4CC4)n3)cc2)C1 (stereo not given)	32.4%[activator]
COc1cccc(CN2CCOCCNC(=O)[C@H]3CCCC[C@H]32)c1OC	44.3%[activator]
CN1CCN(C)c2cnc(-c3ccc(C(=O)N(C)C)cc3)cc2C1	28.2%[176 µM]
COc1ccc(CN[C@H]2[C@H](O)[C@@H](N3CCN(C)CC3)[C@@H]3OC[C@H]2O3)cc1	113.2%[activator][176 µM]
O=C(Cn1ccn2nc3c(c2c1=O)CCCC3)NCCC1=CCCCC1	35.6%
CC(=O)NC[C@H]1CCN(S(=O)(=O)c2cc(F)ccc2C)C[C@H]1N(C)C	27.4%
Cc1ccc(SCc2ccc(C(=O)Nc3cc(C)ccc3C)cc2)cc1	-0.2%

(list continues)
SMILES	12-LOX inh
Cc1cccc(CN2CCc3c(n(Cc4cccnc4)n(-c4ccccc4)c3=O)C2)n1	u
CNC(=O)N1C[C@@H](CN(C)C)[C@H](NC(=O)CC2CCCC2)C1	63.7%[activator]
Cc1ccc2ccc(C(Nc3ccccc3)c3ccc(C(C)C)cc3)c(O)c2n1 (stereo not given)	-26.8%
Cc1cccc(CNc2cc(-c3ccc(N(C)C)cc3)ncn2)c1	-10.8%
CCCCNC(=O)c1cc2cccc(OC)c2oc1=O	-3.7%
Cc1noc(-c2cccc(F)c2)c1C(=O)NCc1cccc(Cl)c1	22.7%
Cc1nn(C)c(C)c1S(=O)(=O)N1CCc2nnc(C3CC3)n2CC1	36.7%[activator]
O=C(CN(c1ccc(Cl)cc1Cl)S(=O)(=O)c1ccccc1)N1CCCC1	-10.2%
Cc1cccc(CNc2ccnc(-c3ccc(C(=O)N(C)C)cc3)n2)c1	u
Cc1cc(C)cc(C(=O)N(c2cc(C)cc(C)c2)C2C=CS(=O)(=O)C2)c1 (stereo not given)	-9.9%
Cc1ccc(CN2CCOCCNC(=O)[C@H]3CCCC[C@H]32)o1	54.7%
CN(C)S(=O)(=O)N1CCCOCCNC(=O)[C@@H]2CCC[C@@H]21	39.9%
O=C(CN1CCC2(CC1)CC(c1ccccc1)C(=O)N2)NCC1CCCCC1 (stereo not given)	12.9%
CN(C)C(=O)c1ccc(CC2CCN(C(=O)CC3CCCCC3)CC2)cc1	38.4%
O=C(c1ccc(F)c(Cl)c1)N1C[C@@H](CO)[C@H](c2ccncc2)C1	15.3%
COCCN1CC(CO)C2(CCN(Cc3ccc(Cl)cc3F)CC2)C1 (stereo not given)	-1.5%
CNC(=O)c1cc(-c2ccc(OC)nc2)cc2c1OCCN2Cc1cccnc1	18.9%[176 µM]
CCOc1ccc(CN2C[C@@H](CO)[C@H](c3ccncc3)C2)cc1	9.4%
Cc1cnc(C)c(-c2cccc3c2OC(CNC(=O)C[C@@H]2C[C@@H](C)NC(=S)N2)C3)n1 (stereo not given in full)	-23.1%
Cc1ccc(/C(C#N)=C\c2cccn2C)cc1	44.7µM*
CCOc1ccc(-n2nc(C(=O)NCCCN3CCN(CC)CC3)c3ccccc3c2=O)cc1	-29.2%
CC(CC(=O)O)c1c[nH]c2ccccc12 (stereo not given)	u
CCN(CC)S(=O)(=O)c1ccc(Cl)c(C(=O)Nc2cccc3cccnc23)c1	33.7%[activator]
Nc1nc(SCc2nc(-c3cccc(C(F)(F)F)c3)no2)n[nH]1	-9.8%
CC(C)c1cc(NCCc2nc(N)cc(=O)[nH]2)n2nccc2n1	49.4%[activator]
Cc1cccc(CN2C[C@@H]3[C@H](C2)N(Cc2ccc(O)cc2)C(=O)C(C)(C)[S+]3(=O)[O-])c1	-15.1%[176 µM]
COc1ccc(-c2nc3nccc(-c4ccco4)n3n2)c(OC)c1	2.9%
CS(=O)(=O)N[C@@H]1C[C@H](Cn2cc(C3CC3)nn2)[C@@H](O)[C@H]1O	u
CCOc1c(C(=O)OC)sc2ccc(NC(=O)c3ccccc3F)cc12	0.8%
CCN(c1ccc(-c2csc(C)n2)cc1)S(C)(=O)=O	28.4%
Cc1c(C(=O)O)sc2ncnc(NCC3(O)CCCCC3)c12	1.6%
CCOC(=O)N1CCN(c2nc3ccccc3nc2C(C#N)C(=O)NC2CCCCC2)CC1 (stereo not given)	36.4%[activator]
NC(=O)Cc1c[nH]c2ncc(-c3cccc(F)c3)cc12	0.7%[176 µM]
CC(C)NC(=O)/C=C/c1ccc(F)c(Cl)c1	-26.2%
CCC(c1cnn(C)c1)n1ccnc1-c1ccc(SC)cc1 (stereo not given)	51.1%[activator]
O=C(Nc1ccc(S(=O)(=O)N2CCCCCC2)cc1)c1[nH]ncc1[N+](=O)[O-]	0.0%
CCCc1cc(C(=O)NC(C)CC)sc1C (stereo not given)	-20.9%
CN1CCC(Oc2ccc(C(=O)NCCc3ccccn3)cn2)CC1	32.1%[activator]
COc1cc(Br)cc2cc(-c3nc(-c4ccc(C(F)(F)F)cc4)no3)c(=O)oc12	u
CN(Cc1ccc(F)cc1)S(=O)(=O)c1cccc(C(F)(F)F)c1	6.3%
CCOc1ccc(CC(=O)N2C[C@@H](CO)[C@H](c3nc(C)no3)C2)cc1	-0.4%
CN1CCN(C(=O)CN2CCN(C(C(=O)O)c3cn(CCC(=O)O)c4cc(F)ccc34)CC2)CC1 (stereo not given)	u
Cc1noc(C)c1C1CCCN1C(=O)Cc1nc(-c2cccnc2)n[nH]1 (stereo not given)	u
C[C@@H]1CN(C(=O)Cn2c3c(c(=O)n2Cc2ccccc2)CCN(Cc2ccccc2)C3)C[C@H](C)O1	6.6%
CCN1CCC(CNCc2cccs2)C1 (stereo not given)	u
CN(CC1CCOC1)C(=O)c1cc(F)ccc1Cl (stereo not given)	28.1%
CC1CCN(C(=O)COc2ccccc2-c2noc(-c3ccccc3F)n2)CC1	u
O=[S+]([O-])(c1ccccc1)N1CC2(CCCN2Cc2cccnc2)Cc2ccccc21 (stereo not given)	0.2%[6.33 µM]
O=C(c1nn(-c2ccccc2)c(=O)c2ccccc12)N1CCN(Cc2ccc3c(c2)OCO3)CC1	9.7%
COCC(=O)N1CCCC(c2nc(C3CCOCC3)no2)C1 (stereo not given)	3.4%
Additional entries
SMILES	12-LOX inh
COCCNC(=O)CCCN1C(=O)COc2ccc(C(=O)COc3ccccc3F)cc21	51.9%[activator]
CCCN(CC1CCOC1)C(=O)c1c(F)cccc1F (stereo not given)	6.2%
O=C1N(Cc2ccccc2)c2ccccc2C12CCN([S+](=O)([O-])c1ccccc1)C2 (stereo not given)	10.1%
N#Cc1nc(-c2ccco2)oc1N1CCN(C(=O)NC2CC2)CC1	3.2%
O[C@H]1[C@H](NCc2cccc(C(F)(F)F)c2)[C@@H](c2ccc(N3CCOCC3)nc2)C[C@H]1O	2.4%
O=C(c1ccccc1Cl)N1CCC2(CC1)Cc1ccccc1NC2=O	57.7%[activator]
Cc1oc2ccn(Cc3cccc(F)c3)c(=O)c2c1C(=O)NCC1CCCCC1	-16.3%
CCOc1ccc(NC(=O)c2cc(=O)c3ccccc3o2)cc1OCC	3.1%
CC1CN(CC(=O)NCc2ccc3c(c2)OCO3)Cc2cc(Cl)ccc2O1 (stereo not given)	9.7%
CC(C)c1ccc(NC(=O)Cn2nc3ccc(S(=O)(=O)C4CCCCC4)nn3c2=O)cc1	u

An excerpt of these results, with values ahead of the structure:
12-LOX inh | structure
10.1% | O=C1N(Cc2ccccc2)c2ccccc2C12CCN([S+](=O)([O-])c1ccccc1)C2 (stereo not given)
3.2% | N#Cc1nc(-c2ccco2)oc1N1CCN(C(=O)NC2CC2)CC1
2.4% | O[C@H]1[C@H](NCc2cccc(C(F)(F)F)c2)[C@@H](c2ccc(N3CCOCC3)nc2)C[C@H]1O

Further records follow:
SMILES	12-LOX inh
CCOc1cc(CNc2nn[nH]n2)ccc1OCc1ccccc1Cl	62.1%[activator]
CCn1nc(C(=O)N(Cc2ccc(OC)cc2)C(C)Cc2cccs2)c2ccccc2c1=O (stereo not given)	u
COC(=O)[C@@H]1C[C@@H](NC(=O)C2CCN(C(=O)CC(C)C)CC2)CN1C	0.9%
CCOc1ccccc1CNC(=O)C1CCN(C(=O)c2ncn3c2COC(c2ccccc2)C3)CC1 (stereo not given)	46.8%[activator]
CC1CCCC(NC(=O)CCC2CCCO2)C1 (stereo not given)	-4.2%
CCn1cc(C(=O)N2CCc3cc(S(=O)(=O)NCC4CCCO4)ccc3C2)cn1 (stereo not given)	65.5%[activator]
CCN1c2cc(C)ccc2-n2cccc2C12CCN(C(=O)NCc1cccc(OC)c1)CC2	-20.5%
COc1cc(OC)c(OC)cc1CNC(=O)c1cc(Br)ccc1O	-51.0%
CC(=O)N1CCC2(CC1)CN(C(=O)c1c[nH]c3ccccc13)Cc1ccccc1O2	2.7%[6.33 µM]
CC(C)c1ccc(C(=O)Cn2cnc3c2c(=O)n(C)c(=O)n3C)cc1	1.5%
OCCCCCCNC(=S)Nc1ccc(F)cc1	-12.2%
Fc1ccc(Nc2nc(NCC3CCCO3)nc3c2cnn3-c2ccccc2)cc1 (stereo not given)	20.3%
Cn1c(CNC(=O)C2Cn3cccc3C(=O)N2Cc2cccnc2)nc2ccccc21 (stereo not given)	105.0%[activator]
FC(F)(F)c1cccc(N/N=C/c2ccc(Cl)cc2Cl)c1	u
Cc1noc(-c2cccc(OC3CN(C(=O)Cc4ccccc4)C3)c2)n1	36.4%[activator]
Cc1cccc(Nc2nnc(Cc3ccccc3)c(=O)[nH]2)c1	-9.9%
O=C1NCCN(Cc2ccccc2)C1CC(=O)N1CCN(c2ccccc2)CC1 (stereo not given)	-0.8%
O=C(c1ccc(=O)[nH]n1)N1CCc2ncnc(N3CCOCC3)c2CC1	17.7%
O=C(Cc1c[nH]c2ccccc12)NCC(=O)N1CCCCCNC(=O)CC1c1ccccc1 (stereo not given)	7.7%
CCc1nnc2ccc(NC(C)C)nn12	51.9%[activator]
COc1cccc(-c2nc(NCc3cccs3)c3ccccc3n2)c1	u
CC1CCN(c2nc(SCC(=O)N3CCOCC3)c(C#N)c3c2CCCC3)CC1	-20.3%
Cc1[nH]c2ccccc2c1C(=O)C(C#N)C(=O)C1CC1 (stereo not given)	u
CC(C)(C)C(=O)Oc1ccc2c(c1)O/C(=C\c1cccs1)C2=O	-21.9%
O=C(Cc1ccccc1)N1CCC2(CC1)N(c1ccccc1)C(=O)CS2(=O)=O	13.4%
Cc1cccc(C(=O)Nc2c(NC3CCCC3)c3ccccc3oc2=O)c1	-3.1%
CCc1c(C(C)=O)oc2ccc(C)cc12	22.0%
C[S+](=O)([O-])c1cccc(NC(=O)c2cnc3n2CCN(CCc2ccccc2)CC3)c1	12.4%
Cc1ccc2c(C(=O)Nc3ccc(F)cc3)cnn2c1	u
